FAS TE block = FAS thioesterase domain inhibitors, primary screen, biochemical, fluorescence intensity, uHTS; 0.67% of 360,000 active; inhibition, % at 15 µM; Fatty acid synthase (Homo sapiens), P49327; recombinant FAS-TE, OMFH fluorogenic substrate, fluorescence endpoint;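 active means compounds whose normalised, plate-corrected inhibition of enzyme fluorescence in the single-dose primary screen is 50% or more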;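 further: 0% = DMSO with enzyme and 100% = substrate without enzyme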
E coli Lon inh = inhibitors of E. coli Lon protease, primary screen, biochemical, fluorescence polarization | P0A9M0 | purified E. coli Lon protease | inhibition, % at 7.94 µM | 0.42% of 360,000 active | AID 602123, 2011; in the data active means inhibition above about 13%, passing the limit was not always enough;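 further: 0% = enzyme with probe and DMSO and 100% = no enzyme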
Target sequence (P0A9M0 whole entry, looked up): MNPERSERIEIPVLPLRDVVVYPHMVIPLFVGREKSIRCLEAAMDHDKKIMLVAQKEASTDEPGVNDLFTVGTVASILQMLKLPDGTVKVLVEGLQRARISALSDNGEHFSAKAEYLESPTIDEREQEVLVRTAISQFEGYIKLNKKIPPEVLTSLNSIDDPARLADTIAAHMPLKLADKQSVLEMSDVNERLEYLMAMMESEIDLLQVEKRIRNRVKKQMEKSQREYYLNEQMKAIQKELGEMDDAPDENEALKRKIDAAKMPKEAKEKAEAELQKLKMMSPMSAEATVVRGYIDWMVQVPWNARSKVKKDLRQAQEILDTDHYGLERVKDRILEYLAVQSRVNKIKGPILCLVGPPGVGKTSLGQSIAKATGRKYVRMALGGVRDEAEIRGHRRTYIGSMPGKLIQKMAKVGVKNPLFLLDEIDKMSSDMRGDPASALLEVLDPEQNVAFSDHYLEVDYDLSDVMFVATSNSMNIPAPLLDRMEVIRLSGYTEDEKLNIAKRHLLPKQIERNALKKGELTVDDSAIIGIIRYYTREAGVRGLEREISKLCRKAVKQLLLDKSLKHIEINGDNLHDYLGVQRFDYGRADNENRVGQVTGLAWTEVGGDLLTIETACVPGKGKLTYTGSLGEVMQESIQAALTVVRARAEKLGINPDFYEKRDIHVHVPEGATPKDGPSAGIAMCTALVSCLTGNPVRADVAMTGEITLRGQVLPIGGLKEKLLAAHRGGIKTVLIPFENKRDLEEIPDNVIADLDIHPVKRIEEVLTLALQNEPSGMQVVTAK
MT1-MMP act inh = blockers of MT1-MMP proenzyme processing, primary screen, HT1080 RFP-PRO-GFP cells, GFP/RFP fluorescence; Matrix metalloproteinase-14 (Homo sapiens), P50281; GFP/RFP ratio fluorescence, overnight; percent of plate control window, DMSO zero; GFP/RFP ratio change, % at 20 µM; 0.061% of 360,000 active; AID 651647, 2012;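 active means GFP/RFP ratio change of at least 30% with cell ATP level not reduced by more than half and red fluorescence within 50% of control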; further: strong numbers were not always called active
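system = RFP-PRO-GFP reporter HT1080 cells | dosing = 20 µM single dose, 1% DMSO | timing = overnight cell settling, then overnight compound exposure, 37 °C, 5% CO2 | read-out basis = GFP/RFP fluorescence ratio | controls = DMSO and RFP-L50D-GFP cell wells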
SKN-1 inh = suppressors of acrylamide-induced Pgst-4::GFP reporter in worms, primary screen, SKN-1 inhibitor project, whole organism, uHTS, GFP/RFP fluorescence ratio, strain VP596. C. elegans VP596 Pgst-4::GFP/RFP ratio, 24 h. 0.49% of 360,000 active. inhibition, % at 21.8 µM;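 active means interference check ratio from 0.5 to 1.5 plus GFP to RFP signal ratio inhibition reaching or exceeding a fixed threshold, cut at about 30% in these data, passing the limit was not always enough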; further: some compounds called inactive have numbers as strong as hits
CendR NRP1 mod = modulators of CendR peptide binding to NRP-1, primary screen, biochemical, fluorescence polarization, uHTS | inhibition, % at 25 µM | AID 602438, 2012 | 0.85% of 360,000 active | FAM-RPARPAR peptide binding to NRP-1;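 active means inhibition or corrected inhibition above about 18%, plus a signal ratio from 0.5 to 1.5, limit read from the data, passing the limit was not always enough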; further: strong numbers were not always called active
Neddylation inh = inhibitors of cullin neddylation, primary screen, biochemical, TR-FRET, uHTS, NAE and Ubc12; NEDD8-conjugating enzyme Ubc12 (Homo sapiens) + NEDD8-activating enzyme E1 regulatory …; AID 651699, 2012; 0.58% of 360,000 active; calls only at 25 µM; in the data active means inhibition above about 36%
Rin1-Abl PPI inh = inhibitors of Rin1-Abl protein binding, primary screen, biochemical, TR-FRET; Tyrosine-protein kinase ABL1 (Homo sapiens) + Ras and Rab interactor 1 (Homo sapiens), …; inhibition, % at 7.35 µM; 0.4% of 360,000 active; in the data active means inhibition above about 5%, passing the limit was not always enough
MsrA inhibitor = bovine MsrA enzyme inhibitors, primary screen, biochemical, absorbance, HTS | purified bovine MsrA, absorbance read-out | inhibition, % at 15.5 µM | AID 651718, 2012 | Methionine sulfoxide reductase A (Bos taurus) | 0.75% of 360,000 active; in the data active means inhibition above about 4.5%;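 further: 0% = vehicle wells with enzyme and 100% = reference inhibitor wells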
MsrA act = bovine MsrA enzyme activators, primary screen, biochemical, absorbance, HTS. Methionine sulfoxide reductase A (Bos taurus). purified bovine MsrA, absorbance read-out. activation, % at 10.6 µM. 0.3% of 360,000 active. AID 602163, 2012; in the data active means activation above about 7.5%;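 further: 0% = vehicle and 100% = reference activator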
Active calls of the source: *; i = inactive; nt = no result given.

SMILES	FAS TE block	E coli Lon inh	MT1-MMP act inh	SKN-1 inh	CendR NRP1 mod	Neddylation inh	Rin1-Abl PPI inh	MsrA inhibitor	MsrA act
CCCc1nnc(NC(=O)CCC(=O)NC2CCCc3ccccc32)s1 (centres undefined)	-6	1	-9	2	-9	i	3	-1.1	-1
COc1ccc(Cc2nnc(NC(=O)Nc3cccc(OC)c3)s2)cc1	-2	11	3	-13	6	i	0	0.6	-4
COc1cc2c(cc1NC(=O)C(F)(F)F)-c1ccc(NC(=O)C(F)(F)F)cc1C2	-7	1	4	8	-3	i	2	-0.3	-3
O=c1c2cc(NC(=S)N3CCCCC3)ccc2nc2n1CCCCC2	-2	-6	4	-2	-5	i	-2	0.6	-1
CC(=O)Nc1ccc(-n2c(C)ccc2C)cc1	-6	-1	-2	-6	-7	i	-2	1.1	-4
O=C(NC(Cc1ccccc1)C(=O)O)C1CCN(S(=O)(=O)c2ccccc2C(F)(F)F)CC1 (centres undefined)	-2	-2	2	17	-1	i	2	0.4	0
CC(C)NC(=O)N[C@H]1CC[C@H](CC(=O)NCc2ccc(Oc3ccccc3)cc2)O[C@@H]1CO	nt	nt	10	-12	-17	i	nt	0.0	nt
COc1ccccc1Nc1nc(NCCCN(C)C)nc(N)c1[N+](=O)[O-]	-4	-5	-9	8	0	i	-7	3.2	-3
CC1CCCC(C)N1C(=O)CSc1nc2ncnc(N)c2[nH]1 (centres undefined)	-6	-3	-1	-1	6	i	2	-0.8	-2
COc1ccc(S(=O)(=O)N2CCN(c3ncccn3)CC2)cc1[N+](=O)[O-]	1	-7	-2	0	0	i	4	0.9	-12
COC(=O)C1C(=O)N2CCCSC2=C(C#N)C1c1cccs1 (centres undefined)	-7	5	-2	-7	13	i	-2	0.5	-3
O=S(=O)(c1ccc(F)c(F)c1)N1CCCCCCC1	5	-5	-3	10	0	i	1	-0.3	5
CC(C)(C)OC(=O)N1CCN(C(=O)c2[nH]cnc2C(=O)NCc2ccccc2)CC1	-8	-2	7	0	33*	i	1	-1.6	-6
O=C(O)c1oc2ccccc2c1-n1cccc1	-8	1	-1	14	-14	i	-3	-0.1	-10
Cc1ccc(S(=O)(=O)Nc2ccc3c(c2)C(=O)N([C@H](C)CO)C[C@@H](C)[C@@H](CN(C)C(=O)Nc2cccc4ccccc24)O3)cc1	-3	-1	0	24	5	i	-3	-0.1	1
COCCCNC(=O)C[C@H]1C[C@H](C(=O)N2CCOCC2)[C@@]2(C)c3[nH]c4ccc(Cl)cc4c3CCN2C1=O	-9	4	3	-1	-6	i	1	1.3	2
CCC(Oc1cccc(Cl)c1)C(=O)N1CCCN(C)CC1 (centres undefined)	-6	0	0	4	-11	i	-3	-1.9	-3
CCCN(CCC)CCNC(=O)CS(=O)Cc1nc(-c2ccc(C)cc2)oc1C (centres undefined)	-3	1	7	8	4	i	1	0.6	4
CCOP(=O)(OCC)C(NCc1ccccc1)c1ccc(Br)cc1 (centres undefined)	0	0	6	-10	1	i	0	0.7	-1
Cc1cc(Cl)ccc1NC(=S)Nc1cccnc1	-6	2	2	-15	19	i	0	-0.1	-11
O=C(c1cc(-c2ccc(F)cc2)on1)N1CCN(c2ccc(F)cc2)CC1	2	6	4	-2	-2	i	0	0.2	-3
CCNC(=O)c1cc2c(=O)n3cccc(C)c3nc2n(Cc2ccc(C)cc2)c1=N	2	5	0	-10	-1	nt	-1	0.1	-11
Cc1cc(NC(=O)c2noc3c2CCCC3)no1	-6	-5	-2	7	-7	i	0	0.1	-1
CCOC(=O)c1c(C)n(C)c2ccc(OCC(O)Cn3c(C)nc4ccccc43)cc12 (centres undefined)	1	1	4	3	-8	i	0	-0.3	-3
C=Cn1nc(C)c2ccccc2c1=O	-9	5	-1	4	-2	i	1	-0.1	-4
Other compounds follow:
SMILES	FAS TE block	E coli Lon inh	MT1-MMP act inh	SKN-1 inh	CendR NRP1 mod	Neddylation inh	Rin1-Abl PPI inh	MsrA inhibitor	MsrA act
O=C(NC1CCCCC1)C(c1ccccn1)N(C(=O)c1csnn1)c1ccccc1 (centres undefined)	-7	6	2	1	6	i	-1	-0.8	-2
O=[N+]([O-])c1ccc(CSc2ccccn2)cc1	6	-6	-1	26	-11	i	3	-0.3	3
O=C(CN1C2=NCCCN2c2ccccc21)c1ccc(Cl)cc1Cl	1	-6	-2	4	10	i	-1	0.8	-2
Cc1ccccc1CS(=O)(=O)CCC(=O)NCCCN1CCOCC1	-7	-6	1	13	0	i	0	0.0	-2
CCC(C)C(=O)Nc1cc(Cl)ccc1C(=O)O (centres undefined)	-4	-3	-4	7	11	i	-3	-0.2	-1
Cc1ccc(S(=O)(=O)Nc2ccc3c(c2)C(=O)N([C@@H](C)CO)C[C@@H](C)[C@@H](CN(C)C(=O)NC2CCCCC2)OCCCC[C@H](C)O3)cc1	-5	8	0	9	-1	i	4	-0.3	-10
Cc1ccc(SCCNC(=O)c2ccc([N+](=O)[O-])c(C)c2)cc1	29	0	0	-1	4	i	0	2.0	1
O=c1c(Cl)c(Cl)cnn1Cc1nnc(-c2ccc(Cl)cc2)o1	22	1	-9	13	-2	i	0	2.5	-6
CCOc1ccccc1CNC(=O)c1ccc(Sc2ccc(Cl)cc2)c(NC(C)=O)c1	10	-4	-2	-4	0	i	-15	0.1	-2
CC(C)N(CCCNC(=O)Cn1c(=O)c2cccn2c2ccc(F)cc21)Cc1ccccc1	-1	-2	0	34	14	i	-1	0.4	-3
CCn1c(SCC(=O)NCCc2ccccc2)nc2c(c1=O)SC(C)C2 (centres undefined)	-2	2	1	10	11	i	-4	2.0	-2
CCOc1cc(C(=O)Nc2ccccc2N2CCOCC2)ccc1OCC(=O)N1CCCCC1	2	1	2	11	0	i	0	0.7	-1
CCOC(=O)COc1ccc2ccccc2c1/C=C/[N+](=O)[O-]	5	0	-6	17	-6	i	-1	0.8	-6
O=C(Nc1sc2c(c1C(=O)O)CCC2)c1cccs1	-4	-8	-3	-2	-7	i	-4	1.9	-3
CCOC(=O)c1c(NC(=O)Cn2cc([N+](=O)[O-])cn2)sc2c1CCC2	19	-5	-1	12	6	i	2	0.8	0
CCOc1ccc(N(CC(=O)Nc2ccc(C)cc2)S(=O)(=O)c2c(C)noc2C)cc1	14	-10	3	11	-15	i	-3	-1.0	-10
C=CCn1c(SCc2ccccc2)nnc1-c1cccnc1	-3	6	2	-4	2	i	4	-0.5	-2
CCOC(=O)c1cc(-c2ccc(F)cc2)n(CC(=O)Nc2nccs2)c1C	12	2	-7	-2	-3	i	1	0.2	-3
Cc1ccc(S(=O)(=O)c2nc(-c3ccccc3)oc2NCCCN2CCOCC2)cc1	1	-1	5	-6	1	i	-1	0.9	-12
CC1(C)CC(=O)C2=C(C1)Nc1ccccc1NC2c1ccc2c(c1)OCO2 (centres undefined)	-6	36*	-16	-4	2	i	-3	6.6*	-2
Clc1ccc(CN2CCN(c3ncnc4scc(-c5cccs5)c34)CC2)cc1	29	-5	-6	-15	7	i	1	-0.2	-12
CC(C)(C)n1nc2c(c1NC(=O)COc1ccc(F)cc1)CS(=O)(=O)C2	-2	7	3	14	8	i	-3	-1.2	-1
O=C(O)/C=C1\NC(=O)c2ccccc21	-8	3	-3	2	-10	i	-2	0.5	-4
O=C(CSc1ncnc2ccccc12)Nc1cccc(S(=O)(=O)N2CCCC2)c1	-28	6	-2	4	-8	i	-4	0.9	-4
COc1ccc(Nc2nnc(-c3ccc(C(N)=O)cc3)c3ccccc23)cc1	-1	9	1	2	3	i	-1	2.5	-1

Reprinted at random: four entries already listed, in no set order.
SMILES	FAS TE block	E coli Lon inh	MT1-MMP act inh	SKN-1 inh	CendR NRP1 mod	Neddylation inh	Rin1-Abl PPI inh	MsrA inhibitor	MsrA act
CCC(C)C(=O)Nc1cc(Cl)ccc1C(=O)O (centres undefined)	-4	-3	-4	7	11	i	-3	-0.2	-1
O=c1c2cc(NC(=S)N3CCCCC3)ccc2nc2n1CCCCC2	-2	-6	4	-2	-5	i	-2	0.6	-1
CCOC(=O)c1cc(-c2ccc(F)cc2)n(CC(=O)Nc2nccs2)c1C	12	2	-7	-2	-3	i	1	0.2	-3
COc1ccc(S(=O)(=O)N2CCN(c3ncccn3)CC2)cc1[N+](=O)[O-]	1	-7	-2	0	0	i	4	0.9	-12

Later entries.
SMILES	FAS TE block	E coli Lon inh	MT1-MMP act inh	SKN-1 inh	CendR NRP1 mod	Neddylation inh	Rin1-Abl PPI inh	MsrA inhibitor	MsrA act
C/C(N)=C(/C#N)C(=O)COc1ccc(Cl)cc1Cl	3	-2	4	6	5	i	-2	-0.2	-1
COc1ccc(NC(=O)c2ccc3c(=O)n4c(nc3c2)CCCCC4)cc1	-3	12	6	1	8	i	1	-0.1	-3
Cc1ccc(NC(=O)CN2C(=O)NC3(CCCCCC3)C2=O)cc1Cl	17	2	9	-1	-1	i	2	-0.3	0
COc1ccc(CN2CC[C@@H]3CN(C(C)=O)[C@H](c4ccccc4Br)C[C@@H]32)cc1	-9	-13	1	-10	-3	i	7	0.3	-3
COc1ccc(/C=C/C(=O)OCC(=O)c2ccc3c(c2)NC(=O)CO3)cc1	-3	-10	4	1	-6	i	-4	0.1	-2
COc1ccccc1-n1c(=O)[nH]c2c(C(N)=O)nc(CC(C)C)nc21	-3	-22	5	-16	-2	i	-2	0.8	-2
Cc1oc(-c2cc(F)cc(F)c2)nc1CN1CCN(C(=O)c2ccco2)CC1	-1	0	-2	-6	10	i	0	-0.4	-6
COc1ccc(-c2[nH]c(-c3cccc(OC)c3)nc2SCC(=O)NC2CCCC2)cc1	14	-7	4	-3	-3	nt	-2	-1.4	-2
CCN(Cc1ccncc1)C(=O)c1cc(COc2ccc(C)c(C)c2)on1	-5	-8	1	-10	-8	i	-2	-0.1	-3
CN(CC(=O)Nc1ccc(F)cc1)C(=O)C1CCCC1	-6	-1	2	-6	4	i	6	1.8	-5
COc1ccc(CCC(=O)N(C)CC(=O)Nc2cc(C)ccc2C)cc1	-2	2	0	3	-2	i	-2	-1.7	-3
COC1CC(C)C(OC)c2cc(O)cc(c2O)NC(=O)C(C)=CC=CC(C)C(OC(N)=O)C(C)=CC(C)C1OC (centres undefined)	-5	-9	-8	3	7	i	4	0.1	-12
Cc1ccccc1CC(=O)Nc1sc(C(C)C)cc1C(=O)N1CCOCC1	2	7	-2	-9	10	i	0	-0.2	-2
Cc1sc2ncnc(N)c2c1C	-5	2	2	10	6	i	-4	0.1	-2
COC(=O)Cn1c2ccc(Cl)cc2c2nc(C)sc21	-4	7	2	5	-4	i	-2	0.9	-3
CC(O)(c1ccc(F)c(F)c1)c1nc(-c2csc3ccccc23)cs1 (centres undefined)	31	-2	0	31	-9	i	-1	-1.0	0
Cc1ccc(C(=O)N2CCn3c(C)ccc3C2C)cc1 (centres undefined)	-4	-10	-14	4	-39	i	5	-1.0	-8
CC(C)CC1(C(=O)NCCN2CCOCC2)C=CCN1C(=O)c1ccccc1 (centres undefined)	-14	-4	-1	10	14	i	2	-1.5	-5
COc1ccc(N2CCN(C(=O)NCc3ccc(C)cc3)CC2)cc1	-4	-11	1	-7	10	i	-2	-1.7	-1
COc1ccccc1NC(=O)NCc1ccco1	-6	-7	4	8	21	i	2	1.7	-3
O=C(Nc1ccc(Oc2ccc(Cl)cc2)c(Cl)c1)c1cc(I)cc(I)c1O	40	0	7	-6	-8	i	-2	0.2	-6

Screening results: PubChem, several laboratories
